SKKanGAS inh = blocks kanamycin growth of S. pyogenes SKKanGAS strain; BacTiter-Glo, 6 h; inhibition, % at 7.5 µM; hit rate 1.3% among 300,000;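 active = mean replicate score, as percent of positive control median, at least 50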;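 also: strain carries kanamycin resistance gene driven by streptokinase promoter and grows in 40 µg/ml kanamycin; loss of luminescence reflects streptokinase promoter inhibition or plain growth inhibition; 0% = median of DMSO wells and 100% = positive control at its reference dose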
MrgX1 allo act = human MrgX1 positive allosteric modulation, primary screen | Q96LB2 | MrgX1-HEK293, Fluo-4 calcium flux, FDSS; stronger effect = higher value | B-score at 10 µM | hit rate 0.63% among 310,000;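 active = plate-corrected calcium response at least 3 library SD above typical, normal starting fluorescence, not activating the receptor alone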;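 also: compound read alongside a low EC10 to EC30 dose of BAM8-22 agonist; peak minus trough fluorescence over baseline measured at the second addition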
MrgX1 antagonist = antagonists of human MrgX1 receptor. MRGX1-HEK293 calcium flux, Fluo-4, BAM8-22 antagonism; stronger effect = lower value. Q96LB2. B-score at 10 µM. hit rate 1.3% among 310,000;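 active = calcium-response B-score plate-corrected more than 3 library SD below zero, starting fluorescence within 5 deviations, no agonist response on first addition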;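 also: peak minus trough fluorescence over baseline after final BAM8-22 challenge near maximal dose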
MrgX1 ag = agonists of human MrgX1 receptor; Q96LB2; MrgX1-HEK293 cells, Fluo-4 calcium fluorescence, agonist mode; stronger effect = higher value; B-score at 10 µM; hit rate 0.44% among 310,000; AID 588627;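 active = calcium response B-score plate-corrected fluorescence ratio at least 3 library SD, with starting fluorescence B-score inside 5 SD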
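Material: MrgX1-expressing HEK293 cells; input: 15,000 cells per well; doses: test compound given as first of three sequential additions; schedule: overnight plating before 1 h dye loading; technique: Fluo-4 NW calcium-flux fluorescence, kinetic read; evaluation: baseline-normalised fluorescence change ratio, B-scored; control set: plate-wise positive and negative controls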
TMEM16A inh = mouse TMEM16A channel inhibition, primary screen | Q8BHY3 | HEK293 TMEM16A/YFP iodide influx fluorescence, ionomycin | normalized B-score (activity score, 25-100; higher = stronger inhibition) at 10 µM | hit rate 1.2% among 310,000 | AID 588511;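 active = ratio plate-corrected score three or more library SD toward inhibition, starting fluorescence score within five deviations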;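 also: score derived from kinetic fluorescence span divided by baseline fluorescence per well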
Target sequence (Q8BHY3 whole entry, looked up): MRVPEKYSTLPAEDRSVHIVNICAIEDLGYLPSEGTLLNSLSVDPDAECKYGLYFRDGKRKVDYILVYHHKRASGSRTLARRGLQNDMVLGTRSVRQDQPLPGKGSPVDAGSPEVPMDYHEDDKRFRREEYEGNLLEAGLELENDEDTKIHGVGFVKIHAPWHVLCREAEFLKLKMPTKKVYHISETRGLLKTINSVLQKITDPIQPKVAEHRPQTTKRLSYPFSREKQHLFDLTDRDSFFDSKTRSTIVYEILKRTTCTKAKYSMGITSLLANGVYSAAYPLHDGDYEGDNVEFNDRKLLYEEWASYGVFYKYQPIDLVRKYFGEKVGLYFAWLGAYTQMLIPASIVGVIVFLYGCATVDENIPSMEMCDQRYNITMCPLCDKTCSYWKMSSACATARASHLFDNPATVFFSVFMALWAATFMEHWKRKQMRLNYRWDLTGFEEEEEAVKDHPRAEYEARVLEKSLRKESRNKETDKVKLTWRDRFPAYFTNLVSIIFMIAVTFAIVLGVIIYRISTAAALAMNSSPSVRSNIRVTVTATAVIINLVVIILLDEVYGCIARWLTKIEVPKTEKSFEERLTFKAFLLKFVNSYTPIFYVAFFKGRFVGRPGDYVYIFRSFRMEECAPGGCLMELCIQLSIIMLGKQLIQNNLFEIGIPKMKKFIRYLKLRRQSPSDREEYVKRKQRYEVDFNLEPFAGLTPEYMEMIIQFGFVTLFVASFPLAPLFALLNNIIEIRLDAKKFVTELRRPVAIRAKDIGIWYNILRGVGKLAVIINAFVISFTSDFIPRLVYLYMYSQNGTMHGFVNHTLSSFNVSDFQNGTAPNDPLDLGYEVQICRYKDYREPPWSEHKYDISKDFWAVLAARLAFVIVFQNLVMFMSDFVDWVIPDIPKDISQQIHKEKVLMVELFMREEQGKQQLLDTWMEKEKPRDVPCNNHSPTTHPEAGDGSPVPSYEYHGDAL
TRPC4 block = inhibitors of mouse TRPC4 channel | Q9QUQ5 | HEK293 TRPC4beta/mu-opioid, DAMGO-evoked Fluo4 calcium flux; stronger effect = lower value | B-score at 10 µM | hit rate 0.39% among 300,000 | AID 2247;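 active = B-score over 3 SD under the library average, no early fluorescence shift, positive overall ratio signal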
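Material: HEK293 cells with stable TRPC4beta plus mu-opioid receptor expression; probe or stimulus: DAMGO in two steps, submaximal then maximal; technique: Fluo4 calcium fluorescence by kinetic imaging, 5 s 1 Hz baseline; measure: integrated fluorescence ratio relative to baseline, converted to per-well B score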
TRPC6 inhibitor = mouse TRPC6 channel inhibition. B-score at 10 µM. AID 2553. hit rate 1.1% among 310,000. Q61143. HEK293-TRPC6, membrane potential dye, ACh-evoked depolarization; stronger effect = lower value;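 active = B-score under library mean minus 3 SD, initial fluorescence not abnormally high, positive integrated signal ratio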;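 also: B-score derived from integrated fluorescence ratio over the kinetic read; more negative B-score means stronger inhibition of depolarization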
TRPC4 agonist = opens the mouse TRPC4 cation channel. Q9QUQ5. HEK293 TRPC4beta/mu-opioid, Fluo4 calcium fluorescence; stronger effect = higher value. B-score at 10 µM. hit rate 0.49% among 310,000. AID 2237;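 active = B-score above 5 SD of library B-scores, and initial fluorescence ratio not above library mean plus 5 SD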;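 also: positive B-score marks a calcium rise read as TRPC4 activation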
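Assay system: HEK293 stable line with TRPC4beta plus mu-opioid receptor; schedule: 45 min room-temperature Fluo4 loading, 110 s read; technique: kinetic Fluo4 calcium fluorescence; evaluation: integrated baseline-normalised fluorescence ratio, converted to per-well B score; controls: buffer (low) and maximal DAMGO (high)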
ANO1 activ = mouse TMEM16A channel activation, primary screen. HEK293 TMEM16A/YFP-H148Q/I152L, iodide quench fluorescence; stronger effect = lower value. B-score at 10 µM. hit rate 0.3% among 340,000. AID 623877;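 active = fluorescence-ratio B-score plate-corrected deviation score at least 3 library SD below zero, with starting fluorescence score within 5 deviations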;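 also: channel opened by trigger with iodide after compound preincubation; score built on the fluorescence ratio of max minus min over baseline; more negative score means more quench and so TMEM16A activation or potentiation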
TRPC6 act = activates the mouse TRPC6 cation channel | Q61143 | HEK293-TRPC6 membrane potential dye fluorescence; stronger effect = higher value | AID 2550 | B-score at 10 µM | hit rate 0.13% among 310,000;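 active = B-score of the integrated fluorescence ratio above library mean plus 3 SD, and starting fluorescence ratio within library mean plus 5 SD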;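 also: higher score means more depolarization so channel activation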
TRPC4 potent = allosteric potentiators of mouse TRPC4 channel | Q9QUQ5 | HEK293 TRPC4beta/mu-opioid, DAMGO EC20, Fluo-4 Ca2+ flux; stronger effect = higher value | B-score at 10 µM | hit rate 0.42% among 310,000;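 active = B-score of calcium response area above 5 SD of library B-scores, with initial fluorescence ratio within 5 SD of library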;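 also: B-score of integrated fluorescence ratio over time as area under calcium response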
The depositor's hits bear a star; i = inactive; . = no result given.

SMILES	SKKanGAS inh	MrgX1 allo act	MrgX1 antagonist	MrgX1 ag	TMEM16A inh	TRPC4 block	TRPC6 inhibitor	TRPC4 agonist	ANO1 activ	TRPC6 act	TRPC4 potent
CCN(CC)S(=O)(=O)c1ccc(N2CCCC2)c(NS(=O)(=O)c2ccc([N+](=O)[O-])cc2)c1	0	i	i	i	i	i	i	i	i	i	i
Cc1nnc(C)n1/N=C/c1ccc(-c2ccccc2Cl)o1	3	i	i	i	i	i	i	i	i	i	i
Cc1ccccc1-c1nnc(SCC(=O)NC2CCCCC2)o1	-2	i	i	i	i	i	i	i	i	i	i
COC(=O)[C@@]1(Cc2ccc(OC)cc2)[C@H]2c3cc(C(=O)N(C)C)n(CCc4ccc(OC)c(Br)c4)c3C[C@H]2CN1C(=O)c1ccccc1	2	i	i	i	i	i	i	i	.	i	i
Cc1cccc(C(=O)NNC(=O)CSc2nnc(C(C)C)n2C)c1	0	i	i	i	i	i	i	i	i	i	i
Cn1c(N)c(C(=O)CSc2nnc(-c3ccccc3F)n2C2CC2)c(=O)n(C)c1=O	-3	i	i	i	i	i	i	i	i	i	i
O=C(COc1cccnc1[N+](=O)[O-])Nc1cc(S(=O)(=O)N2CCCCC2)ccc1Cl	-14	i	i	i	i	i	i	i	i	i	i
CCS(=O)(=O)c1ccc2c(c1)N(S(=O)(=O)c1cccs1)CC(C(=O)O)O2 (configuration not stated)	-8	i	i	i	i	i	i	i	i	i	i
COc1ccc(C2N(c3ccccc3)CCN2c2ccccc2)cc1O	8	i	i	i	i	i	i	i	i	i	i
C=CCNC(=O)c1onc(CSc2ccc(C(C)C)cc2)c1C(=O)O	38	i	i	i	25*	i	i	i	i	i	i
Cc1cccc(NC(=O)CCS(=O)(=O)c2cc3c(cc2Cl)NC(=O)CO3)c1	-7	i	i	i	i	i	i	i	i	i	i
OCCC1CN(Cc2cccc3nonc23)CCN1Cc1ccsc1 (configuration not stated)	-3	i	i	i	i	i	i	i	i	i	i
O=C(N/N=C/c1ccco1)c1ccc(NC(=O)C2CC2)cc1	-5	i	i	i	i	i	i	i	i	i	i
CCOc1ccc(NC(=O)CCC(=O)OC)cc1	-2	i	i	i	i	i	i	i	i	i	i
CC(C)(C)c1ccc(CN2C(=O)c3ccccc3S2(=O)=O)cc1	2	i	i	i	i	i	i	i	i	i	i
O=C(CSc1ncnc2c1nnn2Cc1ccc(F)cc1)NC1CCCC1	2	i	i	i	i	i	i	i	i	i	i
O=C(COC(=O)c1cccnc1Cl)Nc1cccc(S(=O)(=O)N2CCCCC2)c1	-4	i	i	i	i	i	i	i	i	i	i
NC(=O)C1CCN(CCCNC2CC(=O)N(Cc3ccc(N4CCCC4=O)cc3)C2=O)CC1 (configuration not stated)	-7	i	i	i	i	i	i	i	i	i	i
CC(C)CCN(CC(=O)NCc1ccc(F)cc1)S(=O)(=O)c1ccccc1F	3	i	i	i	i	i	i	i	i	i	i
CCOCCCNC(=O)CN1C(=O)NC(Cc2c[nH]c3ccccc23)C1=O (configuration not stated)	1	i	i	i	i	i	i	i	i	i	i
Cc1ccc2oc(=O)c3cc(C(=O)N4CCN(C(=O)c5ccco5)CC4)sc3c2c1	1	i	i	i	i	i	i	i	.	i	i
COc1ccc(CNC(=O)CCN2C(=O)c3ccccc3S2(=O)=O)cc1	-7	i	i	i	i	i	i	i	i	i	i
CCN1C(=O)/C(=C2/C=Cc3cc(C)ccc3N2CC)N(C)C1=S	16	i	i	i	i	i	i	i	i	i	i
COc1cccc(CNC(=O)CN2c3cccc4cccc(c34)S2(=O)=O)c1	-7	i	i	i	i	i	i	i	i	i	i
Cc1ccc(C#CC[N+](C)(C)CC#Cc2ccccc2)cc1	14	i	i	i	i	i	i	i	i	i	i
Cc1ccc(NC(=S)/N=C(\N)Nc2nc(C)c3ccccc3n2)cc1C	-11	i	i	i	i	i	i	i	i	i	i
CCN1CCc2c(sc(NC(=O)c3ccc4ccccc4c3)c2C(N)=O)C1	15	i	i	44*	i	i	i	i	i	i	i
CC(=O)Nc1ccc(S(=O)(=O)N2CCC(N(C)CCC(C)C)CC2)cc1	-1	i	i	i	i	i	i	i	i	i	i
COc1cc(C#N)c(NS(=O)(=O)c2ccc3[nH]c(=O)sc3c2)cc1OC	2	i	i	i	i	i	i	i	i	i	i
COc1ccc(Nc2ccc(S(=O)(=O)N3CCCCC3)cc2[N+](=O)[O-])cc1OC	9	i	i	i	i	i	i	i	i	i	i
O=P(c1ccccc1)(c1ccccc1)C(c1ccccn1)P(=O)(c1ccccc1)c1ccccc1	-4	i	i	i	i	i	i	i	i	i	i
COc1ccc(S(=O)(=O)NCC(=O)Nc2cccc(C)c2C)cc1OC	-16	i	i	i	i	i	i	i	i	i	i
Cc1occc1-c1nnc(SCC(=O)Nc2nc3ccccc3s2)o1	-14	i	i	i	i	i	i	i	i	i	i
CCSc1ncnc2c1sc1nc(-c3ccco3)c3c(c12)CC(C)(C)OC3	3	i	i	i	i	i	i	i	.	i	i
COc1cc(CN2CCN(C(C)C)C(CCO)C2)ccc1OCc1ccccc1 (configuration not stated)	7	i	i	i	i	i	i	i	i	i	i
c1ccc(-c2noc(-c3ccncc3)n2)nc1	10	i	i	i	i	i	i	i	i	i	i
CCC1C(=O)N=C(SCC(=O)Nc2ccc(C)cc2)N(c2ccccc2)C1=O (configuration not stated)	22	i	i	i	i	i	i	i	i	i	i
CCC(C(=O)NCCC1=CCCCC1)n1nc(C)c2c(C)n(-c3ccccc3)nc2c1=O (configuration not stated)	27	i	i	i	i	i	i	i	i	i	i
C=C(C)CNC(=S)N/N=C/c1ccc(N2CCOCC2)cc1	-3	i	i	i	i	i	i	i	i	i	i
COC(=O)CC1C(=O)NCCN1C(=O)Nc1ccc(Cl)c(Cl)c1 (configuration not stated)	-6	i	i	i	i	i	i	i	i	i	i
CCCN(Cc1ccccc1)C(=O)Nc1ccc2c(c1)nnn2C	-1	i	i	i	i	i	i	i	i	i	i
O=C(NCCS(=O)(=O)N1CCN(c2ccccc2)CC1)c1ccc2c(c1)OCO2	-7	i	i	i	i	i	i	i	i	i	i
Cc1ccc(C)n1-c1sccc1C(=O)O	3	.	.	.	.	i	i	i	i	i	i
Cc1cc(C(=O)NNC(=O)CCCOc2ccccc2)c(C)o1	-3	i	i	i	i	i	i	i	i	i	i
O=C(Nc1ccnc(-c2cccnc2)n1)c1cccs1	-6	i	i	i	i	i	i	i	i	i	i
Cc1ccc(NC(=O)CSc2ccc3nnc(-c4ccccn4)n3n2)cc1	0	i	i	i	i	i	i	i	i	i	i
Cc1onc(-c2ccccc2)c1C(=O)NC(=S)NNC(=O)c1cccnc1	23	i	i	i	i	i	i	i	i	i	i
COc1ccccc1N(C(=O)c1cncc(Br)c1)c1nc(-c2ccc(C)cc2)cs1	-8	i	i	i	i	i	i	i	i	i	i
CCNCC(=O)Nc1ccc(N2CCOCC2)cc1	-6	i	i	i	i	i	i	i	i	i	i
CCN(CC)C(=O)Cn1cc(C(=O)C(=O)N(C)C2CCN(C)CC2)c2ccccc21	0	i	i	i	i	i	i	i	i	i	i
O=C(CSc1nnc2ccc(-c3ccccn3)nn12)Nc1ccccc1F	-5	i	i	i	i	i	i	i	i	i	i
Cc1cc(N2CCOCC2)nc2ccc(NC(=S)NCCC(C)C)cc12	-1	i	i	i	i	i	i	i	i	i	i
CCN(C(=O)CSc1nnc2ccccn12)C1CCS(=O)(=O)C1 (configuration not stated)	-6	i	-5*	i	i	i	i	i	i	i	i
CC(=O)c1ccc(NS(=O)(=O)c2ccc3c(c2)N(C)CCO3)cc1	3	i	i	i	i	i	i	i	i	i	i
O=C(Cn1cnc([N+](=O)[O-])c1)Nc1ccccc1C(F)(F)F	1	i	i	i	i	i	i	i	i	i	i
COC(=O)[C@@]12CCCCN1[C@H](c1ccc(-c3cccc(Cl)c3)c(OC)c1)[C@H]1C(=O)N(C)C(=O)[C@H]12	12	i	i	i	i	i	i	i	i	i	25*
COc1cc(=O)[nH]c(SCC(=O)Nc2ccc3ccccc3c2)n1	7	i	i	i	i	i	i	i	i	i	i
O=C(c1ccccc1)c1nn(-c2ccccc2)c(=O)cc1C(F)(F)F	-1	i	i	i	i	i	i	i	i	i	i
CC(=O)Oc1ccc(C(=O)Nc2nccs2)cc1	1	i	i	i	i	i	i	i	i	i	i
Cc1cc(C)n2nc(C(=O)NNC(=O)c3ccc(Cl)cc3)nc2n1	0	i	i	i	i	i	i	i	i	i	i

Other compounds
SMILES	SKKanGAS inh	MrgX1 allo act	MrgX1 antagonist	MrgX1 ag	TMEM16A inh	TRPC4 block	TRPC6 inhibitor	TRPC4 agonist	ANO1 activ	TRPC6 act	TRPC4 potent
CC(C)(C)c1c(Cl)c(O)c(-c2ccccc2)c(=O)n1-c1ccccc1	1	.	.	.	.	i	i	i	i	i	i
CNCc1c(OCc2ccccc2F)ccc2ccccc12	4	i	i	i	i	i	i	i	i	i	i
CCOC(=O)C1(CCOc2ccccc2)CCN(C(=O)CCSC)CC1	0	i	i	i	i	i	i	i	i	i	i
CCOC(=O)CN1C(=O)COc2ccc(C(C)(C)C)cc21	0	i	i	i	i	i	i	i	i	i	i
Cc1cccc2sc(NC(=O)C3=NN(c4ccccc4)C(=O)CC3)nc12	6	i	i	i	i	i	i	i	i	i	i
O=C(Oc1ccc(Cl)c2cccnc12)N1CCOCC1	-1	i	i	i	i	i	i	i	i	i	i
CCc1cccc(NC(=O)COC(=O)/C=C/c2cccs2)c1	-5	i	i	i	i	i	i	i	i	i	i
CCCCn1c(-c2cccs2)nc2oc3ccccc3c(=O)c2c1=O	27	i	i	i	i	i	i	i	i	i	i
CCN(CC)S(=O)(=O)c1ccc(S(=O)(=O)NCc2cccs2)cc1	-2	i	i	i	i	i	i	i	i	i	i
O=C(CN1CCCCC1)NCC1(c2ccccc2)CCCC1	-6	i	i	i	i	i	i	i	i	i	i
CC(=O)Nc1ccc(NC(=O)C(C)n2nc([N+](=O)[O-])c(Br)c2C)cc1 (configuration not stated)	2	i	i	i	i	i	i	i	i	i	i

High-throughput results from PubChem.
